TRPC6 inhibitor: inhibitors of mouse TRPC6 channel. B-score at 10 µM. HEK293-TRPC6, membrane potential dye, ACh-evoked depolarization; active compounds read low. Q61143. 310,000 tested, 1.1% active;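 active = B-score under library mean minus 3 SD, initial fluorescence not abnormally high, positive integrated signal ratio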;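 note: B-score derived from integrated fluorescence ratio over the kinetic read; more negative B-score means stronger inhibition of depolarization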
TMEM16A act: activates or potentiates the mouse TMEM16A chloride channel | Q8BHY3 | 340,000 tested, 0.3% active | B-score at 10 µM | HEK293 TMEM16A/YFP-H148Q/I152L, iodide quench fluorescence; active compounds read low;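 active = fluorescence-ratio B-score plate-corrected deviation score at least 3 library SD below zero, with starting fluorescence score within 5 deviations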;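 note: channel opened by trigger with iodide after compound preincubation; score built on the fluorescence ratio of max minus min over baseline; more negative score means more quench and so TMEM16A activation or potentiation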
Target sequence (Q8BHY3 whole entry, looked up): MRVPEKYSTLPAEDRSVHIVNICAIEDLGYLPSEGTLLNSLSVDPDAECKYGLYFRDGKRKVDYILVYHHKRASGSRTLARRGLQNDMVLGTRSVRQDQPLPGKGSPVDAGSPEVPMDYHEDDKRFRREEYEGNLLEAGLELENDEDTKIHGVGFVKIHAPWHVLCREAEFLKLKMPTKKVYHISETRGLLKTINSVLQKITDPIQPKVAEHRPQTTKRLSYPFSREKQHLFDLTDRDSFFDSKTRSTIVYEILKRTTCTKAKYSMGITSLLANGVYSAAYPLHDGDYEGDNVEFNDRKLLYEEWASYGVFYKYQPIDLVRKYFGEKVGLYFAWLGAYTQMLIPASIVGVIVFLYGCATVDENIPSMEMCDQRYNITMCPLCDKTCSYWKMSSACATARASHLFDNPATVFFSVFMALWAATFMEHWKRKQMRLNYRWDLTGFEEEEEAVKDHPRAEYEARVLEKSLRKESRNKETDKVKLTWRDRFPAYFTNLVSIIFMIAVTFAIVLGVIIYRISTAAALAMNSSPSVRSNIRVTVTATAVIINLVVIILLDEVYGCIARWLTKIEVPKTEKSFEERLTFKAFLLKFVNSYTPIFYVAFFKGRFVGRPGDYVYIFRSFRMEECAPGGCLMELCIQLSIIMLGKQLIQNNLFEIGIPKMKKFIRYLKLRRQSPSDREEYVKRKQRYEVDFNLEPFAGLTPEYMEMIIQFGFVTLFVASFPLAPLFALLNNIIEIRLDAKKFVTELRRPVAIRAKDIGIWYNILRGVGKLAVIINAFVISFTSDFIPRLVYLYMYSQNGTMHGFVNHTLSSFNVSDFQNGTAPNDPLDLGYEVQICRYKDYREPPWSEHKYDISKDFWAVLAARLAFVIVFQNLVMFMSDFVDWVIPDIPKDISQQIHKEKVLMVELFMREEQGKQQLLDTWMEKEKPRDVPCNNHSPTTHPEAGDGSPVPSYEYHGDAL
RGS4 inh: inhibitors of human RGS4 | P49798 | HEK293 M3R/RGS4 inducible, Fluo-4 calcium flux; active compounds read high; triggered by carbachol at its EC20 | B-score at 10 µM | 310,000 tested, 0.45% active | AID 463165;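 active = B-score, a plate-corrected calcium signal, over three deviations above library mean, with baseline fluorescence within five deviations of library mean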;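 note: RGS4 expression induced by doxycycline in cells with stable M3 receptor; B-score is computed from the integrated fluorescence ratio over baseline after carbachol; higher B-score means a larger calcium signal and so more RGS4 inhibition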
HDAC3 inh: inhibitors of human histone deacetylase 3. 320,000 tested, 0.15% active. recombinant HDAC3, fluorogenic peptide/trypsin coupled, fluorescence. inhibition, % at 8.3 µM; in the data active = inhibition above about 26%, passing the limit was not always enough
TRPC6 act: activators of mouse TRPC6 channel; B-score at 10 µM; AID 2550; HEK293-TRPC6 membrane potential dye fluorescence; active compounds read high; 310,000 tested, 0.13% active;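 active = B-score of the integrated fluorescence ratio above library mean plus 3 SD, and starting fluorescence ratio within library mean plus 5 SD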;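 note: higher score means more depolarization so channel activation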
MrgX1 ag: activates human MrgX1 receptor signaling; B-score at 10 µM; AID 588627; Q96LB2; 310,000 tested, 0.44% active; MrgX1-HEK293 cells, Fluo-4 calcium fluorescence, agonist mode; active compounds read high;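 active = calcium response B-score plate-corrected fluorescence ratio at least 3 library SD, with starting fluorescence B-score inside 5 SD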
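System: HEK293 cells stably expressing human MrgX1 receptor; Dosing: test compound in the initial addition of three; Schedule: overnight plating, then 30 min 37 °C plus 30 min room-temperature dye loading; Detection: kinetic calcium dye fluorescence, Fluo-4 NW; Controls: per-plate positive and negative controls for Z′ factor.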
MrgX1 antagonist: human MrgX1 receptor antagonism, primary screen | Q96LB2 | MRGX1-HEK293 calcium flux, Fluo-4, BAM8-22 antagonism; active compounds read low | B-score at 10 µM | 310,000 tested, 1.3% active | AID 588676;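 active = calcium-response B-score plate-corrected more than 3 library SD below zero, starting fluorescence within 5 deviations, no agonist response on first addition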;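 note: peak minus trough fluorescence over baseline after final BAM8-22 challenge near maximal dose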
RGS4 act: potentiators or activators of RGS4 | HEK293 M3R/inducible RGS4, carbachol calcium flux Fluo4; active compounds read low | B-score at 10 µM | AID 463111 | 310,000 tested, 0.92% active;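 active = B-score of the integrated calcium signal more than 4 SD below the library mean, with starting fluorescence not abnormally high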;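 note: negative B-score means reduced calcium response which marks RGS4 activation or potentiation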
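Assay system: Inducible-RGS4 HEK293 cells carrying M3 receptor | Schedule: Compound preincubation 20 min at room temperature before agonist | Signal: Kinetic calcium fluorescence imaging with Fluo4-AM dye, 2 µM | Read-out basis: B score from integrated fluorescence ratio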
TMEM16A inh: inhibitors of mouse TMEM16A calcium-activated chloride channel | Q8BHY3 | HEK293 TMEM16A/YFP iodide influx fluorescence, ionomycin | normalized B-score (activity score, 25-100; higher = stronger inhibition) at 10 µM | 310,000 tested, 1.2% active | AID 588511;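 active = ratio plate-corrected score three or more library SD toward inhibition, starting fluorescence score within five deviations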;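 note: score derived from kinetic fluorescence span divided by baseline fluorescence per well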
SKKanGAS inh: blocks kanamycin growth of S. pyogenes SKKanGAS strain; AID 1662; BacTiter-Glo, 6 h; 300,000 tested, 1.3% active; inhibition, % at 7.5 µM;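 active = mean replicate score, as percent of positive control median, at least 50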;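 note: strain carries kanamycin resistance gene driven by streptokinase promoter and grows in 40 µg/ml kanamycin; loss of luminescence reflects streptokinase promoter inhibition or plain growth inhibition; 0% = median of DMSO wells and 100% = positive control at its reference dose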
MrgX1 allo act: allosterically activates human MrgX1 receptor signaling; Q96LB2; MrgX1-HEK293, Fluo-4 calcium flux, FDSS; active compounds read high; B-score at 10 µM; 310,000 tested, 0.63% active;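 active = plate-corrected calcium response at least 3 library SD above typical, normal starting fluorescence, not activating the receptor alone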;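 note: compound read alongside a low EC10 to EC30 dose of BAM8-22 agonist; peak minus trough fluorescence over baseline measured at the second addition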
Numbers without * were called inactive.

For Cc1cc(Nc2ccccc2F)n2nc(C)nc2n1 the results were TRPC6 inhibitor inactive, TMEM16A act inactive, RGS4 inh inactive, HDAC3 inh 8, TRPC6 act inactive, MrgX1 ag inactive, MrgX1 antagonist inactive, RGS4 act inactive, TMEM16A inh inactive, SKKanGAS inh -2 and MrgX1 allo act inactive.
For O=S(=O)(c1ccc(N2CCOCC2)c(Cl)c1)N1CCOCC1 the results were TRPC6 inhibitor inactive, TMEM16A act inactive, RGS4 inh inactive, HDAC3 inh -1, TRPC6 act inactive, MrgX1 ag inactive, MrgX1 antagonist inactive, RGS4 act inactive, TMEM16A inh inactive, SKKanGAS inh 4 and MrgX1 allo act inactive.
`COc1ccc(N(CC(=O)N2CCc3ccccc3C2)S(=O)(=O)c2c(C)nn(C)c2C)cc1` gave TMEM16A act inactive, HDAC3 inh -2, MrgX1 ag inactive, MrgX1 antagonist inactive, TMEM16A inh inactive and MrgX1 allo act inactive.
Screening CCOc1ccccc1NC(=O)c1ccc(OCC)c([N+](=O)[O-])c1 returned TRPC6 inhibitor inactive, TMEM16A act inactive, RGS4 inh inactive, HDAC3 inh 1, TRPC6 act inactive, MrgX1 ag inactive, MrgX1 antagonist inactive, RGS4 act inactive, TMEM16A inh inactive, SKKanGAS inh -10 and MrgX1 allo act inactive.
Screening Cn1nnnc1SCC(=O)Nc1nc2ccccc2s1 returned TRPC6 inhibitor inactive, TMEM16A act inactive, RGS4 inh inactive, HDAC3 inh 2, TRPC6 act inactive, MrgX1 ag inactive, MrgX1 antagonist inactive, RGS4 act -7.2*, TMEM16A inh inactive, SKKanGAS inh -8 and MrgX1 allo act inactive.
FC(F)(F)c1cccc(Cn2cnc(NC(=S)NCCc3ccccc3)n2)c1 was read as TRPC6 inhibitor inactive, TMEM16A act inactive, RGS4 inh inactive, HDAC3 inh -2, TRPC6 act inactive, MrgX1 ag inactive, MrgX1 antagonist inactive, RGS4 act inactive, TMEM16A inh inactive, SKKanGAS inh -5 and MrgX1 allo act inactive.
Screening O=C(O)c1ccc(NC(=O)c2ccccc2NC(=O)c2ccccc2Br)cc1 returned TRPC6 inhibitor inactive, TMEM16A act inactive, RGS4 inh inactive, HDAC3 inh -4, TRPC6 act inactive, MrgX1 ag inactive, MrgX1 antagonist inactive, RGS4 act inactive, TMEM16A inh inactive, SKKanGAS inh 0 and MrgX1 allo act inactive.
For COC(=O)C1=C(C)N(CC(C)C)C(=O)C1 the results were TRPC6 inhibitor inactive, TMEM16A act inactive, RGS4 inh inactive, HDAC3 inh 2, TRPC6 act inactive, MrgX1 ag inactive, MrgX1 antagonist inactive, RGS4 act inactive, TMEM16A inh inactive, SKKanGAS inh -1 and MrgX1 allo act inactive.
For O=C(CCNC(=O)c1ccc(Cl)cc1)Nc1ncccc1O the results were TRPC6 inhibitor inactive, TMEM16A act inactive, RGS4 inh inactive, HDAC3 inh -5, TRPC6 act inactive, MrgX1 ag inactive, MrgX1 antagonist inactive, RGS4 act inactive, TMEM16A inh inactive, SKKanGAS inh 3 and MrgX1 allo act inactive.
For Cc1cc(C)n2nc(SCc3c(F)cccc3Cl)nc2n1 the results were TRPC6 inhibitor inactive, TMEM16A act inactive, RGS4 inh inactive, HDAC3 inh 1, TRPC6 act inactive, MrgX1 ag inactive, MrgX1 antagonist inactive, RGS4 act inactive, TMEM16A inh inactive, SKKanGAS inh 20 and MrgX1 allo act inactive.
Cc1ccc(S(=O)(=O)N(C)CC(=O)N2CCC(C(N)=O)CC2)cc1 was read as TRPC6 inhibitor inactive, TMEM16A act inactive, RGS4 inh inactive, TRPC6 act inactive, RGS4 act inactive and SKKanGAS inh 1.
Screening COc1cccc(CN2CCN(Cc3ccc4cccc(F)c4n3)CC2CCO)c1 (centres undefined) returned TRPC6 inhibitor inactive, TMEM16A act inactive, RGS4 inh inactive, HDAC3 inh -12, TRPC6 act inactive, MrgX1 ag inactive, MrgX1 antagonist inactive, RGS4 act inactive, TMEM16A inh inactive, SKKanGAS inh 9 and MrgX1 allo act inactive.
`CCn1cc([N+](=O)[O-])c(C(=O)NCc2ccc(Cl)cc2)n1` gave TRPC6 inhibitor inactive, TMEM16A act inactive, RGS4 inh inactive, HDAC3 inh 1, TRPC6 act inactive, MrgX1 ag inactive, MrgX1 antagonist inactive, RGS4 act inactive, TMEM16A inh inactive, SKKanGAS inh 3 and MrgX1 allo act inactive.
`CC1=Nc2cc(C(=O)NCC3CCCO3)ccc2Sc2ccc(Br)cc21` (centres undefined) gave TRPC6 inhibitor inactive, TMEM16A act inactive, RGS4 inh inactive, HDAC3 inh 1, TRPC6 act inactive, MrgX1 ag inactive, MrgX1 antagonist inactive, RGS4 act inactive, TMEM16A inh inactive, SKKanGAS inh 6 and MrgX1 allo act inactive.
For O=C(C1CC(=O)N(c2ccc3c(c2)OCCO3)C1)N1CCN(c2cccc(C(F)(F)F)c2)CC1 (centres undefined) the results were TRPC6 inhibitor inactive, TMEM16A act inactive, RGS4 inh inactive, HDAC3 inh 5, TRPC6 act inactive, MrgX1 ag inactive, MrgX1 antagonist inactive, RGS4 act inactive, TMEM16A inh inactive, SKKanGAS inh 6 and MrgX1 allo act inactive.
CN(C)CCNC(=O)C12CC3(C)CC(C)(CC(C)(C3)C1)C2 was read as TRPC6 inhibitor inactive, TMEM16A act inactive, RGS4 inh inactive, HDAC3 inh -4, TRPC6 act inactive, MrgX1 ag inactive, MrgX1 antagonist inactive, RGS4 act inactive, TMEM16A inh inactive, SKKanGAS inh -1 and MrgX1 allo act inactive.
`O=C(Nc1cccnc1)NC1CCCCC1` gave TRPC6 inhibitor inactive, TMEM16A act inactive, RGS4 inh inactive, HDAC3 inh -5, TRPC6 act inactive, MrgX1 ag inactive, MrgX1 antagonist inactive, RGS4 act inactive, TMEM16A inh inactive, SKKanGAS inh -2 and MrgX1 allo act inactive.
CC(=O)N1CCN(Cc2nc3cc(NC(=O)c4ccccc4C)ccc3n2C)CC1 was read as TRPC6 inhibitor inactive, TMEM16A act inactive, RGS4 inh inactive, HDAC3 inh -4, TRPC6 act inactive, MrgX1 ag inactive, MrgX1 antagonist inactive, RGS4 act inactive, TMEM16A inh inactive, SKKanGAS inh -5 and MrgX1 allo act inactive.
For Cc1ccc(/C=C2/SC(=S)N(CCC(=O)N3CCN(C)CC3)C2=O)cc1 the results were TRPC6 inhibitor inactive, TMEM16A act inactive, RGS4 inh inactive, HDAC3 inh 2, TRPC6 act inactive, MrgX1 ag inactive, MrgX1 antagonist inactive, RGS4 act inactive, TMEM16A inh inactive, SKKanGAS inh -1 and MrgX1 allo act inactive.
Screening Cc1cccc(C)c1NC(=O)C(=O)NCC1CCCN1S(=O)(=O)c1ccccc1 (centres undefined) returned TRPC6 inhibitor inactive, TMEM16A act inactive, RGS4 inh inactive, HDAC3 inh -2, TRPC6 act inactive, MrgX1 ag inactive, MrgX1 antagonist inactive, RGS4 act inactive, TMEM16A inh inactive, SKKanGAS inh -2 and MrgX1 allo act inactive.
For Cc1cccc(C)c1NC(=O)C(NC=O)c1ccccc1 (centres undefined) the results were TRPC6 inhibitor inactive, TMEM16A act inactive, RGS4 inh inactive, HDAC3 inh 3, TRPC6 act inactive, MrgX1 ag inactive, MrgX1 antagonist inactive, RGS4 act inactive, TMEM16A inh inactive, SKKanGAS inh 4 and MrgX1 allo act inactive.
CC(=O)c1c(C)[nH]c(C(=O)N2CCN(c3ccc(F)cc3)CC2)c1C was read as TRPC6 inhibitor inactive, TMEM16A act inactive, RGS4 inh inactive, HDAC3 inh -3, TRPC6 act inactive, MrgX1 ag inactive, MrgX1 antagonist inactive, RGS4 act inactive, TMEM16A inh inactive, SKKanGAS inh -8 and MrgX1 allo act inactive.
Screening c1ccc2c(Cn3ccnc3)cccc2c1 returned TRPC6 inhibitor inactive, TMEM16A act inactive, RGS4 inh inactive, HDAC3 inh -1, TRPC6 act inactive, MrgX1 ag inactive, MrgX1 antagonist inactive, RGS4 act inactive, TMEM16A inh inactive, SKKanGAS inh -3 and MrgX1 allo act inactive.
For CN(C)c1ccc(NC(=O)COC(=O)c2cc(=O)c3ccccc3o2)cc1 the results were TRPC6 inhibitor inactive, TMEM16A act inactive, RGS4 inh inactive, HDAC3 inh 2, TRPC6 act inactive, MrgX1 ag inactive, MrgX1 antagonist inactive, RGS4 act inactive, TMEM16A inh inactive, SKKanGAS inh 1 and MrgX1 allo act inactive.
`COc1ccc(OC)c(CCNC(=O)CSc2ccsc2[N+](=O)[O-])c1` gave TRPC6 inhibitor inactive, TMEM16A act inactive, RGS4 inh inactive, HDAC3 inh 3, TRPC6 act inactive, MrgX1 ag inactive, MrgX1 antagonist inactive, RGS4 act inactive, TMEM16A inh inactive, SKKanGAS inh 6 and MrgX1 allo act inactive.
For CCN1C(=O)c2cccc3c(S(=O)(=O)NCCc4c[nH]c5ccccc45)ccc1c23 the results were TRPC6 inhibitor inactive, TMEM16A act inactive, RGS4 inh inactive, HDAC3 inh 3, TRPC6 act inactive, MrgX1 ag inactive, MrgX1 antagonist inactive, RGS4 act inactive, TMEM16A inh inactive, SKKanGAS inh 7 and MrgX1 allo act inactive.
`Nc1nnc(CC(=O)N2CCCCC2)s1` gave TRPC6 inhibitor inactive, TMEM16A act inactive, RGS4 inh inactive, HDAC3 inh -5, TRPC6 act inactive, MrgX1 ag inactive, MrgX1 antagonist inactive, RGS4 act inactive, TMEM16A inh inactive, SKKanGAS inh -4 and MrgX1 allo act inactive.
Screening O=[N+]([O-])c1ccc(Sc2cccc3cccnc23)cc1 returned TRPC6 inhibitor inactive, TMEM16A act inactive, RGS4 inh inactive, HDAC3 inh 0, TRPC6 act inactive, MrgX1 ag inactive, MrgX1 antagonist inactive, RGS4 act inactive, TMEM16A inh inactive, SKKanGAS inh 4 and MrgX1 allo act inactive.
CC(NC(=O)[C@@H](C)NC(=O)[C@@H]1Cc2ccccc2CN1C(=O)OC(C)(C)C)c1ccccc1 (some centres undefined) was read as TRPC6 inhibitor inactive, TMEM16A act inactive, RGS4 inh inactive, HDAC3 inh 3, TRPC6 act inactive, MrgX1 ag inactive, MrgX1 antagonist inactive, RGS4 act inactive, TMEM16A inh inactive, SKKanGAS inh -1 and MrgX1 allo act inactive.

Screening results deposited in PubChem by several laboratories.
